DAX1 inh-1 = DAX1 (NR0B1) inhibitors, primary screen, cell-based, HEK293, Gal4-DAX1, luciferase luminescence | HEK293 Gal4-DAX1 luciferase reporter | inhibition, % at 6.75 µM | 0.99% of 340,000 active | AID 504766, 2011;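 active = inhibition above the mean over all tested compounds plus 3 SD, cut at about 4.2% in these data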;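 note: 0% = DAX1-transfected cells with DMSO and 100% = empty-vector control cells with DMSO; inhibition shows as a rise in luminescence from relieved DAX1 repression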
DAX1 inh-2 = DAX1 (NR0B1) inhibitors on StAR promoter, primary screen, cell-based, luminescence, SF-1 (NR5A1), full-length DAX-1. HEK293T StAR-luciferase reporter, SF-1/DAX-1 repression relief. inhibition, % at 6.8 µM. 1.1% of 370,000 active. AID 652010, 2013;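 active = inhibition above the mean over all tested compounds plus 3 SD, cut at about 3.6% in these data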;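 note: 0% = DAX-1 cells with DMSO and 100% = cells lacking DAX-1 with DMSO; higher inhibition means more luminescence from relief of DAX-1 repression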
ssDAF-12 act = S. stercoralis DAF-12 nuclear receptor activators, primary screen, cell-based, luminescence, HEK293, GRIP1 co-expression, lit1-tk-luc; Nuclear hormone receptor DAF-12 (Strongyloides stercoralis); HEK293 ssDAF-12/GRIP1 lit1-tk-luc reporter; % of 3 µM dafachronic acid response; activation, % at 6.8 µM; 1% of 370,000 active;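 active = activation above the mean over all tested compounds plus 3 SD, cut at about 0.9% in these data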;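 note: 0% = DMSO-only wells and 100% = 3 µM delta7-dafachronic acid wells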
hgDAF12 agonist = H. glycines DAF-12 receptor agonists, primary screen, cell-based, luminescence, HEK293, GAL4 fusion, UAS-luciferase. Nuclear hormone receptor DAF-12 (Heterodera glycines), GAL4 fusion. HEK293 GAL4-hgDAF12 UAS-luciferase reporter, agonist luminescence; normalized to butyrate control. activation, % at 6.8 µM. 1.8% of 370,000 active. AID 687014, 2013;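 active = activation above a cutoff set at the mean of all screened compounds plus 3 SD, cut at about 10% in these data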;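 note: 0% = DMSO wells and 100% = sodium butyrate wells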
sPLA2-III inh = human group III sPLA2 inhibitors, primary screen, biochemical, QFRET, BODIPY PC-A2 liposome substrate; Group 3 secretory phospholipase A2 (Homo sapiens), Q9NZ20; inhibition, % at 12.2 µM; QFRET BODIPY PC-A2 liposome hydrolysis, fluorescence; 0.56% of 370,000 active; AID 743126, 2013;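 active = inhibition above mean plus 3 SD of compounds lying within the high and low control bounds, cut at about 19% in these data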;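 note: 0% = median of test compound wells and 100% = no enzyme DMSO wells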
GC-A act = GC-A stimulated cGMP production enhancers – HEK293 GC-A cells, cGMP TR-FRET, EC30 ANP, primary screen | 0% at EC30 ANP, 100% saturating ANP | 0.14% of 370,000 active | activation, % at 10 µM | Atrial natriuretic peptide receptor 1 (Homo sapiens), P16066; in the data active = activation above about 40%
GAA850 FXN act = FXN promoter activators, primary screen, cell-based, luciferase luminescence, HEK293 lucGAA850. HEK293 lucGAA850 FXN promoter luciferase reporter, 24 h; percent of 10 µM SAHA response. activation, % at 6 µM. 0.56% of 360,000 active. AID 540364, 2011;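 active = activation above the average of all compounds screened plus 3 SD, cutoff fixed separately per campaign, cut at about 7.5% in these data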;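 note: 0% = DMSO wells and 100% = 10 µM SAHA wells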
NPR2 activator = human GC-B receptor activators, primary screen, HEK293 GC-B cells, cGMP TR-FRET, EC30 CNP. 0.11% of 370,000 active. 0% at EC30 CNP, 100% saturating CNP. Atrial natriuretic peptide receptor 2 (Homo sapiens), P20594. activation, % at 10 µM. AID 1920062, 2024;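 active = activation at 10 µM reaching about 35% in either raw or pattern-adjusted values, limit read from the data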
Target sequence (P20594 whole entry, looked up): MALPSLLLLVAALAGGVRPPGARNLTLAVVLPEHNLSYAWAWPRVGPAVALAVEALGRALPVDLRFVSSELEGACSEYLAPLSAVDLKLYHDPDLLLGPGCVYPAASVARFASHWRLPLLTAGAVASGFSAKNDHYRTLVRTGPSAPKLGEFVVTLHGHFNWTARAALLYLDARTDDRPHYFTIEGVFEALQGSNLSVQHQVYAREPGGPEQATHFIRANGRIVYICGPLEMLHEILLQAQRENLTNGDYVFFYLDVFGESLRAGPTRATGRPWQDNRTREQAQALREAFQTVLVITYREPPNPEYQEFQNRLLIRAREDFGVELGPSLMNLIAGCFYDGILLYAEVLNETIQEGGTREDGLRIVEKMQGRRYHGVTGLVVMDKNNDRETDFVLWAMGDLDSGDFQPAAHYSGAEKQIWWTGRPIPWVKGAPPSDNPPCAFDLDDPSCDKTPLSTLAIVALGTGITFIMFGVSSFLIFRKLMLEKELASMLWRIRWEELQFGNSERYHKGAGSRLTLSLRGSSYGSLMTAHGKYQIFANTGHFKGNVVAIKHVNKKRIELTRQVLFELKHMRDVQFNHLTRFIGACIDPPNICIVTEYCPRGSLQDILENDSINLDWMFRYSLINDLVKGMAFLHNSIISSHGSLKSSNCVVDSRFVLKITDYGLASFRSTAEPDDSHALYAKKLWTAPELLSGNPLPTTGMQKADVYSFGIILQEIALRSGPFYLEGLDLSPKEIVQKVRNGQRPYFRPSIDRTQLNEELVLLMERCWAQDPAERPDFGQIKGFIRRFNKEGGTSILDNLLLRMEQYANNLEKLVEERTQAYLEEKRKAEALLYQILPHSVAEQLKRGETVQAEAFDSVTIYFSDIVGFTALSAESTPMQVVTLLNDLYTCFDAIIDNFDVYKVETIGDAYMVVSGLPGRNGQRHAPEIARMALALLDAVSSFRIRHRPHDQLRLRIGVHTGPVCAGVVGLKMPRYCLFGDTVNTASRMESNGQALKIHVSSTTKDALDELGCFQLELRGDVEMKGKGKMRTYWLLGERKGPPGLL
ADAM10 inh = human ADAM10 inhibitors, primary screen, biochemical, QFRET, HTS; Disintegrin and metalloproteinase domain-containing protein 10 (Homo sapiens), O14672; recombinant ADAM10, EDANS/DABCYL FRET peptide cleavage, 3 h; inhibition, % at 7 µM; 0.62% of 370,000 active; AID 720582, 2013;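 active = inhibition above a per-campaign cutoff equal to the mean of compounds falling between control-based bounds plus 3 SD, cut at about 20% in these data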;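 note: 0% = DMSO wells while the 100% control is not disclosed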
hcDAF12 agonist = H. contortus DAF-12 nuclear receptor activators, primary screen, cell-based, luminescence, HEK293, lit1-tk-luc reporter; activation, % at 6.8 µM; 1.4% of 370,000 active; HEK293 hcDAF-12 lit1-tk-luc reporter; 0% DMSO, 100% Δ7-dafachronic acid;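 active = activation above the mean of all tested compounds plus 3 SD, cut at about 5.5% in these data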;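 note: 100% = response to 3 µM Δ7-dafachronic acid high control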
SMARCA2 activ = SMARCA2 (BRM) function activators, primary screen, cell-based, luminescence, high throughput | 1% of 370,000 active | activation, % at 9.1 µM | MG213 cells, MMTV-luciferase reporter, dexamethasone, overnight; in the data active = activation above about 7.8%;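 note: 0% = vehicle wells and 100% = reference activator wells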
The depositor's hits bear a star; i = inactive; · = not tested or not shown. No enrichment for hits; overall some 6.6% were active at least once.

SMILES	DAX1 inh-1	DAX1 inh-2	ssDAF-12 act	hgDAF12 agonist	sPLA2-III inh	GC-A act	GAA850 FXN act	NPR2 activator	ADAM10 inh	hcDAF12 agonist	SMARCA2 activ
COCCC(=O)NNS(=O)(=O)c1ccc(Cl)cc1	1.4	0.2	0.1	-1.9	2	2	0.1	3	1	-1.3	0
Cc1cc(C)c(S(=O)(=O)NC2CC3CCC2C3)c(C)c1 (centres undefined)	-0.2	-0.3	-1.7	-0.1	3	2	-0.3	-6	-8	-0.2	-1
Nc1cc(=O)[nH]c(SCC(=O)Nc2ccc(Cl)c(Cl)c2)n1	0.7	-0.4	-1.3	-0.3	-1	7	0.1	-3	-11	-1.2	-3
CCOC(=O)C1=C(C)NC(=S)N(C=O)C1c1ccccc1 (centres undefined)	0.7	-0.3	-1.1	2.2	15	-7	0.4	-3	7	-1.9	-1
Cc1noc2ncnc(Oc3ccc(C(C)(C)C)cc3)c12	-1.0	-1.5	-2.1	-2.2	1	0	1.3	6	-8	0.4	0
O=C(COc1ccc(-n2cnnn2)cc1)Nc1ccc(F)cc1	0.1	0.7	-1.4	2.9	-6	-2	0.8	-4	0	-0.1	-3
O=C(COc1cccc2cccnc12)N/N=C1\SCC(=O)N1Cc1ccco1	-0.4	-0.4	-1.3	0.0	0	6	0.6	-1	-8	-1.6	1
COc1ccccc1N/C(N)=N/c1nc(C)cc(C)n1	-0.3	0.1	-1.7	0.9	3	-2	2.6	-3	7	-1.3	1
CN1CCSc2ccc(C(=O)NCc3cccc(Br)c3)cc21	0.3	0.3	-1.2	3.7	-1	-1	-1.0	-4	i	-0.2	-1
CCCCNS(=O)(=O)c1ccc2nc(SCC(=O)Nc3ccccc3Cl)[nH]c2c1	-1.1	-1.0	-1.9	-1.7	-74	-1	-0.2	-5	20	-1.9	-3
O=C(O)C1CCN(S(=O)(=O)c2ccc(N3CCOCC3)c([N+](=O)[O-])c2)CC1	1.0	-0.2	-0.9	1.6	2	-3	2.4	0	-7	-1.6	1
CC(C)(CNC(=O)c1cccs1)CNC(=O)c1cccs1	-0.6	0.2	-1.4	-2.8	-2	-2	-0.5	-1	-7	-1.1	1
Cn1c(=O)c2c(nc(SCCN3CCOCC3)n2Cc2ccccc2)n(C)c1=O	0.1	0.1	-1.4	-1.4	5	8	-0.3	10	3	-1.5	1
Cc1ccc2cccc(OCc3ccc(Br)cc3)c2n1	-2.0	-0.4	-1.2	-1.4	10	-9	-0.7	-3	-17	-2.4	-5
CC(C)CC(CCOCCO)NC(=O)OCc1ccccc1[N+](=O)[O-] (centres undefined)	·	·	-1.1	1.2	10	-1	·	-6	-11	0.1	·
O=C1COc2ccc(OCc3ccc(F)cc3)cc21	1.1	1.3	0.5	12*	-61	1	1.6	-1	5	4.9	5
O=C(COc1cccc2ccccc12)NCc1cccnc1	-0.1	-0.5	-1.1	1.4	5	1	-1.2	4	-11	2.0	-1
CSc1ccc(CCNC(=O)CCc2nnc3ccc(N4CCC5(CC4)OCCO5)nn23)cc1	-0.4	-1.6	-0.3	-0.3	3	2	2.2	-1	-5	-2.1	-3
CC1CN(Cc2ccccc2)C(C)CC1O (centres undefined)	-0.3	0.9	-1.1	-0.5	6	4	0.4	1	3	-0.6	-1
COc1ccc(C(=O)NC(C(=O)NCCc2ccc3c(c2)OCCO3)C(C)C)cc1 (centres undefined)	1.6	-0.6	-2.1	-3.5	-4	1	-1.0	2	-8	-0.8	-2
CC12COC3(C(=O)Nc4cccnc4)CC1CCC32C (centres undefined)	0.2	-0.5	-1.1	0.5	2	-1	1.1	1	-14	-0.7	-6
CCOC(=O)C1(Cc2ccccc2C(F)(F)F)CCN(CC2CC2)CC1	0.1	0.3	-0.9	4.8	14	-8	0.5	-11	1	1.9	-6
CN1CCN(c2ncnc3c2ncn3[C@H]2CN(Cc3ccc(F)cc3)C[C@@H](CO)O2)CC1	·	-0.5	-1.0	-1.4	-3	-1	-1.2	2	5	-0.3	-3
CC(C)C(=O)N(Cc1cc2ccccc2[nH]c1=O)C(C)C	-1.0	0.1	-2.1	0.4	5	3	-2.7	1	-11	-1.8	-2
Cc1c(NC(N)=O)c(=O)n(-c2ccccc2)n1C	0.9	-0.4	-1.7	-0.8	10	3	0.7	4	11	-1.9	-1
More structures
SMILES	DAX1 inh-1	DAX1 inh-2	ssDAF-12 act	hgDAF12 agonist	sPLA2-III inh	GC-A act	GAA850 FXN act	NPR2 activator	ADAM10 inh	hcDAF12 agonist	SMARCA2 activ
O=C(CN1C(=O)/C(=C\c2ccco2)SC1=S)Nc1ccc(O)cc1C(=O)O	-0.2	0.3	-1.0	0.1	-24	1	0.6	2	-1	0.8	-2
O=C(c1ccc(=O)oc1)N1CCOCC1	-0.2	-0.8	-1.2	-4.5	14	-2	-1.6	5	-81	1.2	-1
O=C1CCC(C(=O)OCC(=O)Nc2ccccc2Br)=NN1	1.2	2.0	-0.7	1.2	4	1	0.3	3	5	-0.7	-3
CCCCS(=O)(=O)NCC1CCN(C(=O)C(=O)c2cc3ccccc3o2)CC1	·	0.5	-1.3	-1.9	-1	-1	·	7	-4	-1.0	-5
O=S(=O)(c1ccc(Br)c2ccccc12)N1CCOCC1	0.3	0.1	-1.5	0.5	-2	-4	3.1	-5	-6	-1.5	-2
CC1CN(S(=O)(=O)c2ccc(C(=O)Nc3nnc(-c4ccc5c(c4)CCCC5)o3)cc2)CC(C)O1 (centres undefined)	-0.8	-0.5	-1.4	4.8	1	-2	-0.1	2	-4	-0.3	-1
Cc1cc(O)c(C(C)C)cc1NC1=NS(=O)(=O)c2ccccc21	-0.3	-1.8	-1.1	0.0	-12	-1	-0.4	5	-13	-2.3	-1
COC(C/C=C/[C@H](O)[C@@H](C)OCc1ccccc1)OC	-0.3	-0.7	-1.3	0.4	4	1	0.5	2	2	0.4	0
CC[C@@H](C)CN1C(=O)N[C@@H](CCc2ccccc2)C(C(C)=O)=C1C	0.9	-0.2	-1.1	0.6	10	-2	1.2	0	6	-1.3	0
O=CN1CCN(C(=O)C(=O)c2cn(CC(=O)N3CCCCC3)c3ccccc23)CC1	0.7	-1.7	-0.9	-2.4	2	1	-3.7	6	-6	0.3	-1
COCCCNC(=S)N(CCCN(C)C)Cc1cc2cc3c(cc2[nH]c1=O)OCCO3	2.8	-0.3	-1.1	2.6	-3	3	-1.2	2	-205	0.0	-3
Cc1ccc(S(=O)(=O)NCC(=O)OCC(=O)Nc2cccc(S(=O)(=O)N3CCOCC3)c2)cc1	0.1	3.5	-1.0	-2.1	-14	0	-1.2	5	-2	-1.7	-3
CC(C)NC(=O)N(C)C[C@H]1OCCCC[C@@H](C)Oc2ccc(N(C)C)cc2C(=O)N([C@H](C)CO)C[C@@H]1C	·	3.5	-0.9	-3.3	5	0	·	2	-15	-1.7	0
Cc1cc(C)nc(-n2ncc3c2CC(c2ccc(C(C)C)cc2)CC3=O)n1 (centres undefined)	-1.4	-0.3	-1.4	-0.4	-5	2	4.2	1	8	-2.7	1
C[n+]1cccc2ccc3c(c21)OC(N)=C(C#N)C3c1ccccc1 (centres undefined)	·	-0.6	-1.2	0.4	2	7	0.6	0	-4	-0.4	0
CCNC(=O)CCC(=O)Nc1cc(Cl)ccc1C	0.5	-0.2	-1.2	-0.7	1	-2	-0.6	0	8	-0.8	0
O=C1CCCCc2sc(Br)c([N+](=O)[O-])c2N1	4.1	-0.3	-0.7	-0.3	5	2	-0.9	3	-3	0.7	-1
CCCCOc1cccc(C(=O)NC(=S)Nc2cccc(NC(=O)c3ccccc3Cl)c2)c1	1.1	-0.3	-1.3	-0.4	-5	1	-0.5	-1	-4	0.0	-1
O=C(N/N=C/C=C/c1ccccc1)C1CC1c1ccccc1 (centres undefined)	-1.0	-2.4	-1.6	-2.0	-20	2	-0.5	6	10	-1.7	-1
O=C(CSc1nc2ccccc2s1)N=Nc1c(O)[nH]c2ccccc12	·	0.2	-1.2	-2.8	-41	1	·	-1	8	-1.5	-2
CSc1nsc(SCc2ccc(F)cc2)n1	-0.4	0.1	-0.4	1.6	4	3	-0.4	-5	7	0.4	3
C=CCNC(=O)c1onc(CSc2ccc(C(C)C)cc2)c1C(=O)O	0.5	-0.2	-0.8	0.4	-3	1	0.2	2	5	-0.8	2
CCc1cc2c(=O)c(-c3nc4ccccc4n3C)coc2c(CN2CCOCC2)c1O	-0.2	0.5	-1.6	-0.9	0	1	2.3	8	-45	-0.6	-2
COc1cccc(C(=O)CC(=O)C(=O)Nc2ccc([N+](=O)[O-])cc2C)c1	-0.8	0.0	-0.7	-1.9	-7	-1	1.4	-1	5	1.4	4
CCN(CC)C(=O)N1CCN(c2c([N+](=O)[O-])c(=O)oc3ccccc23)CC1	1.0	1.3	-0.8	-0.6	2	0	1.0	-2	-1	-0.4	1
Later entries
SMILES	DAX1 inh-1	DAX1 inh-2	ssDAF-12 act	hgDAF12 agonist	sPLA2-III inh	GC-A act	GAA850 FXN act	NPR2 activator	ADAM10 inh	hcDAF12 agonist	SMARCA2 activ
Cc1ccc(-n2nc3c(=O)n(CCCC(=O)N4CCC(C)CC4)nc(C)c3c2C)cc1	-0.2	-0.8	-1.3	-2.8	1	-1	-0.9	0	1	-1.7	-4
Cc1ccc(CNC(=O)C23CN(Cc4ccccc4)CC2C(c2cccc([N+](=O)[O-])c2)=NO3)cc1 (centres undefined)	-0.6	-0.2	-1.0	-0.6	-1	-2	-1.2	5	8	-1.0	0
Cc1cccnc1CCNC(=O)CCc1nnc(CCc2ccccc2)o1	4.7*	-0.7	-0.3	0.8	0	-1	1.6	-2	12	0.8	-4
CC(C)c1ccc(/C=C/C(=O)N2CCOCC2)cc1	6.2*	2.9	0.9*	6.4	2	-4	4.9	-1	5	0.1	3
O=C1NC(c2ccc(Cl)cc2)Oc2ccccc21 (centres undefined)	0.1	-0.3	-1.0	-1.5	0	-2	0.5	2	-33	-3.2	1
COc1cc2oc(=O)cc(CN(Cc3ccccc3)Cc3ccccc3)c2cc1Cl	·	0.2	-1.6	0.2	7	-2	·	-2	-36	-1.7	-2
Cn1cc(/C=N/NC(=O)c2ccccc2O)c2ccccc21	0.1	0.0	-0.8	3.3	-12	-2	3.7	2	-16	1.2	1
CC(=O)Nc1ccc(S(=O)(=O)NC2=C(N3CCN(C)CC3)C(=O)c3ccccc3C2=O)cc1	-0.3	-5.0	-1.3	-3.4	9	-2	3.0	-4	-4	-0.6	-2
